Assay outcomes: PubChem BioAssay, several laboratories
NR2E3 ag-1 = agonists of human NR2E3 nuclear receptor. Q9Y5X4. CHO-S Gal4-NCOR/VP16-NR2E3 two-hybrid, luciferase. inhibition of corepressor binding, % at 3.98 µM. 360,000 compounds, 0.35% hits. AID 602229;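 active = inhibition above the mean of all tested compounds plus 3 SD, cut at about 70% in these data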;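 also: 0% = DMSO with NR2E3 transfected cells and 100% = cells lacking NR2E3 construct; higher means lower luciferase signal from less NR2E3 corepressor binding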
Target sequence (Q9Y5X4 whole entry, looked up, the tested form may be a part): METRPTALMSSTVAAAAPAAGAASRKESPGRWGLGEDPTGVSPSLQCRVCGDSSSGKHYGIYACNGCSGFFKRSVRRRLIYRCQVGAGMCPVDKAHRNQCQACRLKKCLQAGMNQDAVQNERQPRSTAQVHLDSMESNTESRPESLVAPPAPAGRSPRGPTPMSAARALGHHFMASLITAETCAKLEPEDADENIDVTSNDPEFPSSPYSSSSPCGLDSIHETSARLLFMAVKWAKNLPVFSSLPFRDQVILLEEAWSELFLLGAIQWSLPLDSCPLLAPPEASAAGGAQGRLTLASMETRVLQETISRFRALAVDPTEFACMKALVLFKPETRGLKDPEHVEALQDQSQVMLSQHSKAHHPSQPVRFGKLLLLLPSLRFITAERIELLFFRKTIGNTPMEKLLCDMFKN
Vif imaging = HIV Vif inhibition | inhibition, % at 7.49 µM | AID 602346 | HEK293T cells, Vif self-association by quenched fluorescence, imaging, 24 h | 340,000 compounds, 0.35% hits; in the data active = inhibition above about 50%, passing the limit was not always enough; inconclusive = no clear call, values can overlap the other calls; inactive = below about 31%; also: some results filed as inactive read as strong as hits
CaV13 ICDI inh = Primary screen for inhibitors of IQ motif and Ca2+-dependent inactivation inhibitor domain binding in CACNA1D, Förster resonance energy transfer in living cells, …; HEK cells, CFP/YFP FRET ICDI-IQ, plate reader, 10 min; percent FRET-ratio fall versus neutral wells; inhibition, % at 12.3 µM; 340,000 compounds, 0.098% hits;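 active = mean replicate inhibition of at least 30% and at least 1% of replicates passing that level; inconclusive = only one of the two criteria is met; inactive = neither criterion is met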;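 also: 0% = median of the neutral control wells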
PDI turbidity = inhibitors of human protein disulfide isomerase | 350,000 compounds, 0.052% hits | inhibition, % at 10 µM | PDI insulin aggregation turbidity, A650, 90 min | AID 588391;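 active = mean inhibition across replicates of 30% or more, whatever share of single replicates reach that level; inconclusive = mean inhibition below 30% while every single replicate reaches 30%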;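 also: absorbance from insulin aggregation driven by PDI reduction with DTT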
Target sequence (P07237 whole entry, looked up): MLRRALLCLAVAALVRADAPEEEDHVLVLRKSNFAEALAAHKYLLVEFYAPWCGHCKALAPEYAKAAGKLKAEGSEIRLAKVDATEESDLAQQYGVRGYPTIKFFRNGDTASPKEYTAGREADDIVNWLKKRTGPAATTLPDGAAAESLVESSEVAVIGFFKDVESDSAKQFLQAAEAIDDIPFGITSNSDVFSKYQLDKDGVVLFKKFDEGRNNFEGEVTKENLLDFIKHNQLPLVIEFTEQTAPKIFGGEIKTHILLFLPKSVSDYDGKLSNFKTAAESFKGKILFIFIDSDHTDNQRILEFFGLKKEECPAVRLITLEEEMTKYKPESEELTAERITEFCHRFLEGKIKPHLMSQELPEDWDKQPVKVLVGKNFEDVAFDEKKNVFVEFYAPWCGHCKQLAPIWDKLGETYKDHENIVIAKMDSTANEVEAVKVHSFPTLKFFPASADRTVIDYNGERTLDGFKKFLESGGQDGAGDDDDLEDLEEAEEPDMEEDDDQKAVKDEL
MITF TRPM1 inh = inhibitors of MITF-driven TRPM1 promoter in melanoma cells; inhibition, % at 12.5 µM; SK-MEL-5 TRPM1 promoter luciferase, 24 h; 330,000 compounds, 0.83% hits;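 active = mean inhibition across replicates of 60% or more, whatever share of single replicates reaches that level; inconclusive = some that reach 60%, reason not given; inactive = mean inhibition across replicates below 60%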; also: values of inactives mirror those of a sister screen read the other way
Peg3 promoter = reduces Peg3 promoter-driven luciferase expression in HeLa; HeLa PEG-Prom luciferase reporter, luminescence, overnight; inhibition, % at 20 µM; 360,000 compounds, 1.7% hits; AID 588405;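 active = inhibition of at least 50% at 20 µM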
CF NFkB block = inhibitors of cystic fibrosis induced NF-kB; KKLEB NF-kB-GFP reporter, PAF-induced, GFP fluorescence overnight; inhibition, % at 5 µM; 360,000 compounds, 0.86% hits;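 active = at least 50% inhibition at 5 µM, scaled per plate between neutral and stimulator controls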;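 also: PAF is a Pseudomonas aeruginosa culture filtrate used as stimulus; plate controls were PAF-stimulated DMSO wells for no effect and unstimulated DMSO wells for full effect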
HIF-2a inh = inhibitors of HIF-2a; 786-0 RCC cells HIF-2a reporter, luciferase luminescence, overnight; inhibition, % at 18.8 µM; 360,000 compounds, 0.72% hits;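 active = inhibition of the luminescence signal of 40% or more relative to plate controls, in a single-dose primary screen at 18.75 µM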
KKLEB cytotox = reduces viability of KKLEB cystic fibrosis airway cells | KKLEB CF airway cells viability, ATPlite luminescence, overnight; stronger effect = lower value; cells stimulated with P. aeruginosa culture filtrate | activity change (cytotoxicity), % at 5 µM | 360,000 compounds, 0.36% hits;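 active = corrected activity change at or below -50% at 5 µM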
Shn3 inh set2 = Schnurri-3 reporter inhibition in Clone20 osteoblasts; Clone20 osteoblast Shn3 3'UTR firefly luciferase, 24 h; inhibition, % at 12.5 µM; 360,000 compounds, 0.52% hits; AID 588674;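 active = mean inhibition of at least 75% with every replicate also reaching 75%; inconclusive = mean inhibition at least 75% but some replicate below; inactive = mean inhibition below 75%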;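 also: 0% = median of neutral control wells and 100% = pilot-screen positive control compound; some compounds past the cut are filed as inactive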
NR2E3 ag-2 = agonists of human nuclear receptor NR2E3; Q9Y5X4; GST-NR2E3/biotin-RetCOR TR-FRET, 1536-well; inhibition of corepressor binding, % at 4.78 µM; 320,000 compounds, 0.12% hits; AID 2300;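 active = percent inhibition above the cutoff of mean plus 3 SD of all tested compounds, set per screening campaign, cut at about 20% in these data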;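 also: 0% = DMSO wells and 100% = biotin wells as full block of FRET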
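System: GST-NR2E3 and biotin-RetCOR proteins; probe or stimulus: 7 nM biotin-RetCOR; doses: compound at 4.8 µM, single dose; schedule: Compound–protein incubation for 5 h at 4 °C; detection: time-resolved FRET; read-out: percent inhibition; controls: biotin wells as high control, 0.6% DMSO wells as low control; format: 1536-well plates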
An asterisk follows results filed as active; ? = inconclusive; / = no result given.

SMILES	NR2E3 ag-1	Vif imaging	CaV13 ICDI inh	PDI turbidity	MITF TRPM1 inh	Peg3 promoter	CF NFkB block	HIF-2a inh	KKLEB cytotox	Shn3 inh set2	NR2E3 ag-2
NC(=O)COc1ccc(C(=O)/C=C2/C(=O)Nc3ccccc32)cc1	-13.0	-1.9	-2.8	5.9	16.6	4.9	9.9	45.9*	-6.9	2.8	0.5
Cc1ccc(S(=O)(=O)NCCCCCC(=O)Nc2cccc(C)c2)cc1	-4.6	8.4	-4.4	16.7	7.9	10.4	15.4	7.7	-5.2	21.6	-0.2
CCOC(=O)c1ccc(NC(=S)N2CCCC(C(=O)OCC)C2)cc1 (configuration not stated)	-18.7	-4.0	-4.8	-1.3	3.7	-4.2	-23.0	10.4	18.3	13.9	2.8
Cc1cccc(CSc2ccc3nnc(-c4cccs4)n3n2)c1	-5.4	2.4	-3.8	-7.5	7.0	-1.8	-3.9	3.3	-10.5	22.0	-6.6
Cc1cc(C(=O)CSc2nc3ccccc3[nH]2)c(C)n1C	-135.5	-5.8	-2.6	9.5	-70.8	-247.1	10.6	-197.6	-1.5	-21.2	-3.0
Cc1ccc(NC(=O)C2=C(C(=O)O)CCCC2)cc1Br	5.5	2.1	-20.0	0.1	-8.5	-26.2	-1.8	-11.7	3.1	2.1	3.8
CC(C)NC(=O)CN(Cc1ccccc1)S(=O)(=O)c1ccccc1	-6.9	2.8	-4.0	3.1	-3.6	-1.1	-2.0	8.3	4.3	-12.9	2.2
CSc1ccccc1C(=O)Nc1cccc([N+](=O)[O-])c1	-0.8	5.5	-1.7	7.4	-12.6	-9.4	-10.5	-15.7	10.2	4.8	-0.6
CC1=C(C(=O)N2CCOCC2)CC(CC(=O)NC(c2ccccc2)c2ccccc2)C(=O)N1CCC1=CCCCC1 (configuration not stated)	-32.0	-9.1	-3.7	/	/	1.9	-16.7	-7.9	13.4	-13.6	/
CC(C)(C)c1ccc(OCC(O)CS(=O)(=O)c2ccccn2)cc1 (configuration not stated)	-12.8	/	-8.7	-0.3	-5.7	-48.1	-1.4	-94.1	-8.9	9.9	0.1
COc1ccc(N2CCC(CNC(=S)Nc3c(C)cc(C)cc3C)C2)cc1 (configuration not stated)	-16.0	-1.9	-3.7	10.2	15.1	8.2	-18.3	6.0	11.5	-3.2	1.3
CCCCCCOC(=O)c1ccc(N)cc1	-134.4	7.0	-2.4	-0.4	-46.4	-317.1	-1.1	-298.3	8.3	-97.7	2.6
O=C(CCc1nc2ccccc2[nH]1)N1CCc2ccccc2C1	-5.5	0.0	-7.5	-1.8	1.9	5.9	-9.9	-5.9	4.0	11.9	2.7
COC(=O)CCC(=O)COc1ccccc1C#N	-11.1	11.6	-7.1	1.0	-14.7	-116.5	-10.6	-117.8	2.4	-12.0	0.2
COc1cc2c(cc1NS(=O)(=O)N1CCCC1)oc1ccccc12	-25.2	/	-6.0	9.3	-4.0	6.8	10.6	-3.2	3.3	11.4	-3.3
Cc1ccc([C@H]2C[C@@H](n3cc(-c4ccc(F)cc4)nn3)[C@H](O)CN2CC2CCCCC2)cc1	-5.3	-4.4	-9.5	-0.1	/	24.3	13.7	-10.4	-6.7	16.9	/
CCOc1ccc(-c2cc(N)n(S(=O)(=O)c3ccc(OC)cc3)n2)cc1	12.1	-13.3	-5.2	-12.1	/	4.8	10.0	-31.6	-9.1	-5.7	1.2
COc1ccccc1-c1noc2c1C(=O)N(Cc1cn(-c3ccccc3)nn1)CC2	11.6	-1.8	-3.3	/	/	17.7	-27.6	5.4	-6.6	1.4	/
O=C(Nc1ccc(F)cc1)C1CCN(c2ncnc3c2nc2n3CCCCC2)CC1	-12.8	-8.9	-7.5	3.6	7.0	8.0	25.2	11.5	-3.4	32.0	0.1
CCOC(=O)n1c(=O)n(Cc2ccccc2)c2ccccc21	-21.8	7.4	-3.2	-6.8	4.1	11.4	5.4	0.6	3.3	-12.2	2.3
Cc1cccc(C(=O)OCC(=O)NCCCc2ccccc2)c1	-1.3	3.9	7.2	-3.6	8.1	17.5	4.0	5.7	7.1	-5.8	0.6
COc1ccccc1OCCCCNC(C)(C)C	-14.0	/	-6.8	0.0	10.0	6.1	7.4	7.9	1.8	16.1	4.5
COc1cccc(/C=C2\SC(=S)N(NC(=O)c3ccncc3)C2=O)c1	-10.3	-6.5	13.1	-2.1	13.8	-2.1	15.5	5.9	-6.6	8.5	4.4
CC/C(=C/c1sc2ccccc2[n+]1CC)SC	24.9	5.3	-10.0	2.6	16.1	8.3	-2.3	-1.6	13.0	16.8	-2.1
CCN1CCN(C(=O)CCS(=O)(=O)c2cc3c(cc2Cl)NC(=O)CO3)CC1	-61.8	11.5	-1.6	/	-1.6	8.1	5.0	4.2	-3.6	-24.0	-3.3
O=C(NCCc1c[nH]c2ccccc12)C(=O)NCC(c1ccco1)N1CCN(c2ccc(F)cc2)CC1 (configuration not stated)	15.3	-4.4	-15.9	-23.9	13.5	25.8	51.2*	21.1	-47.9	17.9	-0.6
O=C(Cc1ccccc1)NCCCNC(=O)Cc1ccccc1	-11.1	-1.7	-6.1	3.5	-6.8	1.7	-12.2	8.0	4.7	-5.0	/
COc1ccc2c(c1)CCc1c(C(=O)NCc3ccco3)noc1-2	-114.3	-10.5	-6.8	-30.8	-102.2	-289.1	-4.1	-323.6	-11.6	-52.5	-0.1
CCOc1cc(C)c(S(=O)(=O)NC2CCCCC2)cc1C	20.1	0.0	/	-2.3	-11.4	29.1	18.1	18.4	3.0	19.8	1.6
COCCN1Cc2cc3cc(C)ccc3nc2SC1=Nc1cccc(OC)c1	-23.4	2.5	-2.3	7.7	-5.5	-12.8	1.7	-22.9	-2.1	-36.0	0.2
COc1cccc(C(=O)NCC2(c3ccc(OC)c(OC)c3)CCCC2)c1	-23.9	?	-3.8	0.8	17.0	16.7	15.0	17.7	23.0	24.5	2.3
O=C(NN1C(=O)c2ccccc2NC1c1ccccc1OCc1ccccc1)c1ccncc1 (configuration not stated)	-3.7	3.2	-5.2	3.2	-9.8	-33.8	-4.6	-0.5	3.9	6.0	0.3
O=C1NC(=Nc2ccccc2Cl)SC1(CO)CO	-11.6	-15.7	-0.1	-7.7	3.0	8.7	-21.6	10.9	5.5	9.9	/
Nc1nc(Sc2ccc(C(F)(F)F)cc2[N+](=O)[O-])n[nH]1	13.7	1.9	-4.4	2.7	13.9	0.5	0.1	10.7	6.9	-4.7	5.2
CCCNC(=O)C1CCN(S(=O)(=O)c2cccc3nonc23)CC1	-21.9	-2.0	-4.0	10.3	-3.3	-39.6	-6.0	-26.3	-3.4	3.5	-0.2
Cc1[nH]c(=O)[nH]c(=O)c1C=CC(=O)NC(CO)CS(=O)Cc1ccccc1 (configuration not stated)	11.9	0.6	-6.9	-3.0	/	-5.9	4.1	14.5	-7.3	-0.6	/
Cc1cc(C)c2cc(CN(CCN3CCCC3)C(=O)Nc3ccc(F)cc3)c(=O)[nH]c2c1	-17.9	3.2	/	4.7	-6.2	28.3	-0.6	8.7	-4.5	-6.4	-0.9
CCc1nc(SCC(=O)O)c(C#N)c2c1CCCC2	3.5	-0.6	-1.1	1.5	7.4	22.3	12.2	22.2	-1.9	-30.5	4.6
O=c1oc2ccccc2cc1-c1csc(NN=C2CCCC2)n1	-89.7	7.2	-5.3	17.4	-33.5	-134.3	-19.1	-258.5	6.1	-21.3	-3.9
CN(C)c1ccc(CC(=O)N2CCCCC2c2cc(C(=O)Nc3cccc(C#N)c3)no2)cc1 (configuration not stated)	11.0	-13.4	-4.8	1.8	/	9.7	-21.5	-9.1	9.0	4.7	/
Cc1cc(C)c(S(=O)(=O)N2CCN(C(=O)c3c(C)noc3C)CC2)c(C)c1	2.5	-0.8	-4.4	9.4	-7.8	-13.0	2.2	-6.7	-19.8	-7.7	0.7
COCCCNC(=S)NNC(=O)c1cc(C2CC2)nc2ccccc12	-1.8	/	-5.0	-5.6	11.8	9.2	-11.5	1.3	3.3	14.3	/
O=C(O)c1ccc(-c2nnc(-c3cccc(Br)c3)o2)cc1	-65.3	-8.3	-3.9	-8.0	-64.4	-232.2	2.5	-181.1	-20.9	-39.8	/
COc1ccccc1C(=O)NCCC(=O)Nc1ccc(S(=O)(=O)N2CC(C)CC(C)C2)cc1 (configuration not stated)	9.7	-33.5	-5.5	-2.1	-2.5	12.1	7.6	-8.2	-4.1	20.9	2.8
CC(C)OCCCN(CC(O)c1ccccc1)CC(O)c1ccccc1 (configuration not stated)	8.3	-1.5	-2.9	12.0	-0.4	-4.2	1.6	13.3	8.0	-15.0	-0.6
Cc1c(CC(=O)N[C@@H](C)C(=O)O)c(=O)oc2cc3c(cc12)CCC(C)(C)O3	-10.5	5.0	-4.4	-1.3	0.4	-11.1	-7.5	0.3	3.5	19.3	3.1
Cn1c(N)c(C(=O)COC(=O)CNS(=O)(=O)c2cccc(Cl)c2)c(=O)n(C)c1=O	-27.3	5.5	-4.1	0.5	-11.8	-1.3	7.2	19.1	-2.2	-0.6	4.3
Cc1cc(C(=O)N/N=C/c2ccc(-c3cccc(Cl)c3Cl)o2)n[nH]1	-39.0	-2.2	-5.3	-13.6	-4.0	14.1	5.9	22.6	-9.6	-3.6	1.9
COc1ccc(-n2c(Cc3cc(=O)[nH]c(=O)[nH]3)nnc2SCC(=O)Nc2ccccc2)cc1	-18.6	0.1	-2.2	/	/	3.5	-7.8	5.6	19.3	-0.6	-2.1
COc1ccc(CN2CCCCCC2)cc1	8.0	4.6	3.3	-3.1	7.4	5.1	11.8	19.9	-1.0	-11.4	0.2
CCCn1nc(Oc2nc(NC(C)C)nc(N(C)C)n2)ccc1=O	-4.5	4.0	-2.6	-1.7	-16.4	12.2	-15.3	-3.2	12.9	5.0	1.3
CN1OC[C@@H]2CN(Cc3ccc(Cl)cc3)[C@H](c3cccc(Br)c3)C[C@@H]21	5.2	2.7	-6.3	-1.1	-4.3	4.4	20.4	4.3	-19.4	-5.6	/
Cc1cc2n(n1)C(c1ccc3c(c1)OCO3)Nc1c(C)cccc1-2 (configuration not stated)	-23.5	11.6	-5.6	3.4	-11.6	-0.4	8.6	5.9	-11.2	-9.8	-1.8

Some entries already given, reduced to Shn3 inh set2 and NR2E3 ag-2.
molecule,Shn3 inh set2,NR2E3 ag-2
O=C(O)c1ccc(-c2nnc(-c3cccc(Br)c3)o2)cc1,-39.8,/
COc1ccccc1C(=O)NCCC(=O)Nc1ccc(S(=O)(=O)N2CC(C)CC(C)C2)cc1 (configuration not stated),20.9,2.8
